# Compound activity (PubChem)
# TbMetRS inhib – Trypanosoma brucei MetRS inhibition; purified T. brucei MetRS, ATP depletion, Kinase-Glo luminescence; inhibition, % at 11.9 µM; actives 0.4% (n = 360,000); AID 624268;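 active = inhibition above a per-plate cutoff of the control wells' mean inhibition plus 3 SD, cut at about 5.5% in these data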;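 also: 0% = DMSO wells median and 100% = median of wells with control inhibitor compound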
#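 Test system – parasite MetRS enzyme · Reagent – substrates ATP, L-methionine and bulk Escherichia coli tRNA · Doses – 11.9 µM compound single dose, 0.9% DMSO · Times – 15 min enzyme-compound preincubation, 2 h reaction, 10 min detection, 25 °C · Signal – Kinase-Glo luminescence, ATP depletion format · Controls – DMSO-only wells as low control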
# SKN-1 block – inhibitors of C. elegans SKN-1 | AID 624304 | inhibition, % at 21.8 µM | C. elegans VP596 Pgst-4::GFP/RFP ratio, acrylamide-induced, 24 h | actives 0.49% (n = 360,000);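 active = interference check ratio from 0.5 to 1.5 plus GFP to RFP signal ratio inhibition reaching or exceeding a fixed threshold, cut at about 30% in these data, passing the limit was not always enough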; also: some compounds called inactive have numbers as strong as hits
# MsrA inhibitor – inhibitors of bovine MsrA. purified bovine MsrA, absorbance read-out. inhibition, % at 15.5 µM. actives 0.75% (n = 360,000). AID 651718; in the data active = inhibition above about 4.5%;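 also: 0% = vehicle wells with enzyme and 100% = reference inhibitor wells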
# MT1-MMP act inh – MT1-MMP (human) activation inhibition | GFP/RFP ratio change, % at 20 µM | HT1080 RFP-PRO-GFP cells, GFP/RFP ratio fluorescence, overnight; percent of plate control window, DMSO zero | P50281 | AID 651647 | actives 0.061% (n = 360,000);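 active = GFP/RFP ratio change of at least 30% with cell ATP level not reduced by more than half and red fluorescence within 50% of control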; also: strong numbers were not always called active
#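 Assay system: HT1080 RFP-PRO-GFP cells | Dosing: 20 µM single dose, 1% DMSO | Incubation: Cells overnight before dosing, compound overnight, 37 °C, 5% CO2 | Evaluation: GFP/RFP fluorescence ratio | Control set: DMSO-only wells and HT1080 RFP-L50D-GFP cell wells as references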
# MLLE-PAM2 inh – inhibitors of microRNA-mediated deadenylation, human PABP1 MLLE binding. P11940. actives 0.36% (n = 360,000). AID 588489. inhibition, % at 20 µM. GST-MLLE / FITC-PAM2 fluorescence polarization; in the data active = inhibition above about 35%, passing the limit was not always enough;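 also: plate controls were DMSO wells with GST-MLLE for no effect and wells lacking GST-MLLE protein for full effect; some results filed as inactive read as strong as hits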
# bovine MsrA act – activates bovine MsrA enzyme; purified bovine MsrA, absorbance read-out; activation, % at 10.6 µM; actives 0.3% (n = 360,000); AID 602163; in the data active = activation above about 7.5%;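 also: 0% = vehicle and 100% = reference activator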
# E coli Lon inh – inhibits E. coli Lon protease | actives 0.42% (n = 360,000) | AID 602123 | P0A9M0 | purified E. coli Lon protease, fluorescence polarization | inhibition, % at 7.94 µM; in the data active = inhibition above about 13%, passing the limit was not always enough;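 also: 0% = enzyme with probe and DMSO and 100% = no enzyme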
# CendR NRP1 mod – NRP-1/CendR interaction modulation; O14786; FAM-RPARPAR peptide binding to NRP-1, fluorescence polarization; inhibition, % at 25 µM; actives 0.85% (n = 360,000); AID 602438;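 active = inhibition or corrected inhibition above about 18%, plus a signal ratio from 0.5 to 1.5, limit read from the data, passing the limit was not always enough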; also: strong numbers were not always called active
# Target sequence (O14786 whole entry, looked up): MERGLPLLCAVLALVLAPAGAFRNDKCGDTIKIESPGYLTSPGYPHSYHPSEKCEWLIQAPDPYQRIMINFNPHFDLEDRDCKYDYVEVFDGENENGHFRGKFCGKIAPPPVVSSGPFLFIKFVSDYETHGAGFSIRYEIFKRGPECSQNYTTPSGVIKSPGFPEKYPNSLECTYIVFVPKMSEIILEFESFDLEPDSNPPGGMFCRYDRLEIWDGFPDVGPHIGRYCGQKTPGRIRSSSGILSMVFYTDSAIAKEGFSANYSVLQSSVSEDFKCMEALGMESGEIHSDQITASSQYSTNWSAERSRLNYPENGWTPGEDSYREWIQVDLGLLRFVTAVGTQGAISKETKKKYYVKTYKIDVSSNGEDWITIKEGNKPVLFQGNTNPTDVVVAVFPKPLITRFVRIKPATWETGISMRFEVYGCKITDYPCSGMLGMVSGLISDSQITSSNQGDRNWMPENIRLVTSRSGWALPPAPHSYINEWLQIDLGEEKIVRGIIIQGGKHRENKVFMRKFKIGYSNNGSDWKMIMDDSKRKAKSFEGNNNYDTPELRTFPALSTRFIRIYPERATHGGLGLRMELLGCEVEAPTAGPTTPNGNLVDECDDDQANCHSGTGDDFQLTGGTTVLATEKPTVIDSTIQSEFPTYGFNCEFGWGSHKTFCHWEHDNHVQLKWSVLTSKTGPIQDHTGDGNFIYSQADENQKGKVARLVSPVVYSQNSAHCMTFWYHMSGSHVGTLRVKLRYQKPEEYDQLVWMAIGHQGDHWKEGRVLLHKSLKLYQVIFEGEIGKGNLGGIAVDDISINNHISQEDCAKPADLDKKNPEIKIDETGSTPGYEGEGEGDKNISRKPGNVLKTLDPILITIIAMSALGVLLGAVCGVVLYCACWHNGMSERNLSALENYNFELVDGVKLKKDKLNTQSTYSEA
# FAS-TE inh – blocks the thioesterase domain of human fatty acid synthase. P49327. recombinant FAS-TE, OMFH fluorogenic substrate, fluorescence endpoint. inhibition, % at 15 µM. actives 0.67% (n = 360,000);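 active = compounds whose normalised, plate-corrected inhibition of enzyme fluorescence in the single-dose primary screen is 50% or more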;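 also: 0% = DMSO with enzyme and 100% = substrate without enzyme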
# * = called active by the depositor.
# Every second line gives: TbMetRS inhib	SKN-1 block	MsrA inhibitor	MT1-MMP act inh	MLLE-PAM2 inh	bovine MsrA act	E coli Lon inh	CendR NRP1 mod	FAS-TE inh
- CN1CCN(C(CNC(=O)c2ccc(Br)o2)c2ccc(F)cc2)CC1 (stereo not drawn)
    -0.6	11	-0.9	0	-9	2	-15	-11	-5
- O=C(NCc1ccccc1)C1CC(=O)N(c2ccc(OCC(=O)N3CCCC3)cc2)C1 (stereo not drawn)
    -0.4	4	0.2	0	4	1	3	1	-8
- CN1/C(=C/C=C(C#N)C#N)C=Cc2ccccc21
    -0.2	67	0.8	25	-72	0	-10	140	-66
- CCC(=O)Nc1sc(Cc2ccc3c(c2)OCO3)c(C)c1C(N)=O
    0.0	2	0.7	2	36	-3	2	3	-1
- Cc1cccc(C(=O)OCC(=O)c2ccc3c(c2)OCO3)c1O
    -0.1	7	0.0	-1	-8	1	15	2	22
- CCCCNC(=O)CSc1nc(N)c(C(=O)Nc2ccc(OC)cc2)s1
    -0.1	-3	0.6	1	-11	-3	-2	-6	-4
- COc1ccc(NC(=S)NCC2CCN(c3ccc(OC)cc3)C2)cc1 (stereo not drawn)
    -0.7	6	-0.5	3	10	-5	-3	8	-35
- Cc1cc(N2CCN(C)CC2)nc2ccc(NC(=S)NCCN3CCc4ccccc4C3)cc12
    -0.6	-7	0.7	2	-13	-2	-1	3	-3
- COc1ccccc1/C=C/C(=O)OCC(=O)NCc1ccc2c(c1)OCO2
    -0.2	10	1.1	0	-2	0	0	-7	5
- Cc1ccccc1C(=O)Nc1c(C(=O)N2CCN(C)CC2)cnn1-c1ccccc1
    0.1	-17	0.5	-2	4	-6	2	12	0
- CCCCOC(=O)c1ccc(NC(=O)C(=O)NCc2ccccn2)cc1
    -0.1	-6	-0.3	4	-13	-1	4	-13	7
- COc1ccc(Nc2nc(NCCN3CCOCC3)nc(Nc3ccc(OC)cc3)n2)cc1
    -1.0	8	0.4	-3	-2	-3	0	7	-3
- Cc1cc(OCC(=O)Nc2ccc(N3CCN(C)CC3)cc2)ccc1Cl
    0.0	-16	-0.7	-4	-1	-4	1	10	-1
- Nc1nc(-c2cc(O)ccc2[N+](=O)[O-])cc(-c2ccccc2)c1[N+](=O)[O-]
    -1.1	7	0.8	-12	-17	-8	-7	-31	6
- COc1ccc(-c2nc3ccccc3o2)cc1OC
    -0.9	-8	-0.8	0	3	-5	-12	7	20
- CCCCc1cc(=O)oc2cc(OCc3cc(OC)c(OC)c(OC)c3)c(Cl)cc12
    0.8	7	-1.0	1	3	-9	-4	6	3
- COc1cc2c(cc1OC)CN(C(=O)c1cc(S(=O)(=O)N3CCOCC3)c(Cl)cc1Cl)CC2
    0.1	-13	-0.9	-4	4	-2	6	3	7
- CN(CCc1ccccc1)C(=O)c1ccc(NC(=O)Cc2ccc(NC(=O)C3CCCN(S(=O)(=O)c4cccc([N+](=O)[O-])c4)C3)cc2)cc1 (stereo not drawn)
    -2.3	13	0.2	5	-6	-5	2	2	72*
- Oc1ccc2ccccc2c1N=Nc1ccccn1
    -2.1	18	0.3	11	-16	-6	-6	-9	12
- CC(C)(C)c1csc(NC(=O)c2cccnc2)n1
    -0.1	12	1.7	0	-1	-2	0	-4	-5
- CC(C)(C)c1cc(CNC(=O)C2CCC(=O)N(Cc3ccccc3F)C2)[nH]n1 (stereo not drawn)
    0.1	1	-0.8	1	-6	-1	-8	-8	-6
- O=C(COC(=O)C1CC1)Nc1ccc(OC(F)F)cc1
    -0.4	1	0.2	-1	0	1	-3	46*	-6
- O=C1c2ccccc2NC(c2ccco2)N1O (stereo not drawn)
    -1.0	-3	0.7	4	8	-1	-1	6	-4
- CSc1ccc(OC2CCCCC2NS(=O)(=O)c2ccccc2)cc1 (stereo not drawn)
    -1.0	2	1.1	-3	26	-8	2	0	31
- COc1ccccc1OCc1nc(-c2ccc([N+](=O)[O-])cc2)no1
    -0.1	-8	-0.6	3	-5	-3	-13	-4	23
- C=CCNC(=O)c1onc(CSc2ccccc2CC)c1C(=O)O
    -0.2	13	0.3	3	2	0	-8	-4	-8
- CC1(C)Oc2ccc(C(=O)NC3CC3)cc2N(CC(=O)N2CCOCC2)C1=O
    -0.5	-4	0.5	1	-9	-4	-7	2	-3
- CCOC(=O)c1c(NC(=O)CSc2nc3nc(C)cc(C)n3n2)sc(CC)c1C
    -0.5	4	0.3	0	5	-9	1	13	2
- COc1ccc(NC(=O)CCS(=O)(=O)c2cc3c(cc2C)NC(=O)CO3)cc1
    0.0	5	0.6	-4	-1	-1	10	-6	2
- CCC(C)NC(=O)C1CCN(c2nc(OC)nc(OC)n2)CC1 (stereo not drawn)
    -0.8	1	0.7	-2	7	-7	3	4	-9
- COc1ccc(C)cc1S(=O)(=O)N1CC(C)OC(C)C1 (stereo not drawn)
    -0.9	6	0.8	1	-7	-1	-6	-2	-3
- COc1ccc(C(=O)CSc2nnc(Cn3cnc4ccccc43)o2)cc1
    -0.9	-6	-1.5	11	-12	6	14	2	-6
- O=C(CN1C(=O)CC(c2ccccc2)=Nc2ccccc21)NCc1ccco1
    -0.2	0	-1.6	-2	-4	5	-5	-2	-5
- CCOC(=O)C1(CCOc2ccccc2)CCN(Cc2cccc3nonc23)CC1
    -0.9	-6	0.1	-1	22	-7	6	-3	25
- COc1ccc(OC)c(NC(=O)C2CCN(Cc3cnn(-c4ccccc4)c3-n3cccc3)CC2)c1
    0.8	5	-0.6	14	17	-2	5	-4	4
- CC1CCc2sc(C(=O)NNC(=S)NC3CC3)cc2C1 (stereo not drawn)
    0.9	-2	-0.6	1	-5	-3	1	-1	-1
- CCCn1c(N)c(C(=O)CSc2nncs2)c(=O)[nH]c1=O
    0.5	13	0.0	-3	-3	-2	-4	23	-7
- COCCN=c1scc(-c2cc(OC)c(OC)c(OC)c2)n1/N=C/c1c(C)[nH]c2ccccc12
    0.7	23	4.5	-20	-117	-4	-62	-98	10
- CCOC(=O)c1ccc(NS(=O)(=O)c2ccc3c(c2)oc(=O)n3C)cc1
    0.3	-14	0.3	-1	6	-3	3	-7	-1
- O=c1oc(Nc2cccc(F)c2)nc2ccccc12
    -0.4	15	0.6	4	-11	2	1	10	3
- COC(=O)c1ccccc1SC1CC(=O)N(c2ccccc2)C1=O (stereo not drawn)
    0.1	7	0.6	0	30	-3	-7	-3	-10
- CC/C(=N\NC(=O)c1ccc(-c2ccccc2)cc1)C12CC3CC(CC(C3)C1)C2
    0.0	-2	1.5	-2	-5	-5	-5	4	14
- Nc1cc(Cl)cc2c1-c1ccc(Cl)cc1C2
    0.1	34	0.7	0	-9	-1	-24	2	37
- CCn1nccc1C(=O)Nc1cc(Cl)ccc1Cl
    -0.3	33	-0.4	1	-2	0	-1	-7	-5
- COc1ccc(Cl)cc1NS(=O)(=O)c1cccc(C(=O)NCC(C)(C)N2CCOCC2)c1
    -0.3	25	-0.6	-3	9	-1	-4	7	-6
- CCCN(CCC)C(=O)C[n+]1cccc(/C=N/O)c1
    -0.1	5	-0.9	-2	12	-4	-5	10	-8
- O=C(CSc1ccccc1)NC1CC1
    0.1	16	-1.1	3	5	-2	-10	0	-4
- CCn1cc(CNC(=O)C2CCC(=O)N(C3CCCCCC3)C2)cn1 (stereo not drawn)
    -0.2	2	-0.1	0	-1	-4	-6	15	-4
- CCOc1ccccc1NC(=O)CSc1cn[nH]n1
    -0.4	-3	-0.2	3	11	-3	2	8	-6
- Cc1ccc(S(=O)(=O)N2C[C@H]3C(=O)C[C@@H](c4cccc5ccccc45)N(S(=O)(=O)c4ccc(C)cc4)[C@H]3C[C@H]2c2ccc(Cl)cc2)cc1
    -0.2	-11	1.1	-1	-11	-7	-4	7	14
- COc1ccc(CN2CSC(=S)N(Cc3ccccc3)C2)cc1
    -0.7	-11	-0.9	3	26	-9	1	14	20
- Cn1c(C(=O)N[C@@H](C(=O)O)c2ccccc2)cc2cc(F)ccc21
    0.0	14	1.7	0	-9	-1	2	-1	-4
- COc1ccc(Br)cc1CN(C)CC(=O)Nc1cccc(S(N)(=O)=O)c1
    0.3	2	2.7	-3	-7	-1	-1	9	2
- O=C(Cc1c(O)c2ccccc2[nH]c1=O)NC1CCCCCCC1
    -0.7	-25	0.7	3	7	0	-6	-5	-1
- O=C(COC(=O)/C=C/c1ccccc1Cl)Nc1cccnc1Cl
    -0.1	-5	0.8	-2	10	-1	-8	-2	-3
- O=C(COc1ccc2ccc(=O)oc2c1)NCC(O)c1ccccc1 (stereo not drawn)
    -0.5	-7	1.9	-2	3	0	-2	17	-3

# No enrichment for hits, and some 4% of all compounds hit somewhere here.
